From PubChem
DAX1 inh-1: inhibitors of human orphan nuclear receptor DAX1 (NR0B1). HEK293 Gal4-DAX1 luciferase reporter, luminescence. 340,000 tested, 0.99% active. AID 504766. P51843. inhibition, % at 6.75 µM;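 active = inhibition above the mean over all tested compounds plus 3 SD, cut at about 4.2% in these data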;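 note: 0% = DAX1-transfected cells with DMSO and 100% = empty-vector control cells with DMSO; inhibition shows as a rise in luminescence from relieved DAX1 repression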
FXN GAA850 act: increases GAA850 frataxin promoter reporter activity; HEK293 lucGAA850 FXN promoter luciferase reporter, 24 h; percent of 10 µM SAHA response; activation, % at 6 µM; 360,000 tested, 0.56% active; AID 540364;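 active = activation above the average of all compounds screened plus 3 SD, cutoff fixed separately per campaign, cut at about 7.5% in these data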;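 note: 0% = DMSO wells and 100% = 10 µM SAHA wells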
sPLA2-III inh: Blocks human group III sPLA2 activity; Q9NZ20; QFRET BODIPY PC-A2 liposome hydrolysis, fluorescence; inhibition, % at 12.2 µM; 370,000 tested, 0.56% active; AID 743126;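 active = inhibition above mean plus 3 SD of compounds lying within the high and low control bounds, cut at about 19% in these data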;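 note: 0% = median of test compound wells and 100% = no enzyme DMSO wells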
Target sequence (Q9NZ20 whole entry, looked up): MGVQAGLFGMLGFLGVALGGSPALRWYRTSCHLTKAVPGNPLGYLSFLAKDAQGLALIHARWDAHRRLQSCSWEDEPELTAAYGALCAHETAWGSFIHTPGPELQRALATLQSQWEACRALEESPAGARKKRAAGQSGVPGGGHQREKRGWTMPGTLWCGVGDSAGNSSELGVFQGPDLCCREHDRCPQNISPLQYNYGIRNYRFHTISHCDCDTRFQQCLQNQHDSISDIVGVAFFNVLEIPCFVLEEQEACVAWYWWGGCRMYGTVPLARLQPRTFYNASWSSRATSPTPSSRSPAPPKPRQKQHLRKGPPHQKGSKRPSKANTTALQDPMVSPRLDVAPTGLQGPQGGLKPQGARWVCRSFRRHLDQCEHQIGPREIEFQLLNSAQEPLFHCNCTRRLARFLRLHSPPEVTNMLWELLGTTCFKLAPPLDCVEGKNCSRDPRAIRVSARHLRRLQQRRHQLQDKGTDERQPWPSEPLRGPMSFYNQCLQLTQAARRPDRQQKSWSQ
hcDAF-12 act: activators of H. contortus DAF-12 nuclear receptor; HEK293 hcDAF-12 lit1-tk-luc reporter, luminescence; 0% DMSO, 100% Δ7-dafachronic acid; AID 652067; 370,000 tested, 1.4% active; activation, % at 6.8 µM;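 active = activation above the mean of all tested compounds plus 3 SD, cut at about 5.5% in these data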;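 note: 100% = response to 3 µM Δ7-dafachronic acid high control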
PLCb3 inh: inhibitors of human phospholipase C beta3 | Q01970 | Purified PLC-beta3, fluorogenic substrate, fluorescence | inhibition, % at 12.2 µM | 370,000 tested, 0.18% active; in the data active = inhibition above about 11%;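 note: 0% = median of compound wells on plate and 100% = full blocker control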
ssDAF12 agonist: activates DAF-12 receptor from parasite S. stercoralis | HEK293 ssDAF-12/GRIP1 lit1-tk-luc reporter, luminescence; % of 3 µM dafachronic acid response | activation, % at 6.8 µM | 370,000 tested, 1% active | AID 652126;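 active = activation above the mean over all tested compounds plus 3 SD, cut at about 0.9% in these data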;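 note: 0% = DMSO-only wells and 100% = 3 µM delta7-dafachronic acid wells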
DAX1 inh-2: DAX1 (NR0B1) inhibition, primary screen. 370,000 tested, 1.1% active. HEK293T StAR-luciferase reporter, SF-1/DAX-1 repression relief. AID 652010. inhibition, % at 6.8 µM;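 active = inhibition above the mean over all tested compounds plus 3 SD, cut at about 3.6% in these data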;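 note: 0% = DAX-1 cells with DMSO and 100% = cells lacking DAX-1 with DMSO; higher inhibition means more luminescence from relief of DAX-1 repression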
hgDAF-12 ag: agonists of H. glycines DAF-12 nuclear receptor. 370,000 tested, 1.8% active. activation, % at 6.8 µM. HEK293 GAL4-hgDAF12 UAS-luciferase reporter, agonist luminescence; normalized to butyrate control;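 active = activation above a cutoff set at the mean of all screened compounds plus 3 SD, cut at about 10% in these data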;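 note: 0% = DMSO wells and 100% = sodium butyrate wells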
ADAM17 inh: inhibitors of human ADAM17; AID 720648; P78536; recombinant ADAM17, EDANS/DABCYL FRET peptide cleavage; inhibition, % at 6.95 µM; 370,000 tested, 0.83% active;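 active = inhibition above the mean of compounds lying between control limits plus 3 SD, set per campaign, cut at about 8.5% in these data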;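 note: 0% = DMSO-only wells as the low control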
ADAM10 inh: ADAM10 inhibition, QFRET primary screen | recombinant ADAM10, EDANS/DABCYL FRET peptide cleavage, 3 h | inhibition, % at 7 µM | 370,000 tested, 0.62% active | AID 720582;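 active = inhibition above a per-campaign cutoff equal to the mean of compounds falling between control-based bounds plus 3 SD, cut at about 20% in these data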;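 note: 0% = DMSO wells while the 100% control is not disclosed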
Target sequence (O14672 214-748 limits assumed): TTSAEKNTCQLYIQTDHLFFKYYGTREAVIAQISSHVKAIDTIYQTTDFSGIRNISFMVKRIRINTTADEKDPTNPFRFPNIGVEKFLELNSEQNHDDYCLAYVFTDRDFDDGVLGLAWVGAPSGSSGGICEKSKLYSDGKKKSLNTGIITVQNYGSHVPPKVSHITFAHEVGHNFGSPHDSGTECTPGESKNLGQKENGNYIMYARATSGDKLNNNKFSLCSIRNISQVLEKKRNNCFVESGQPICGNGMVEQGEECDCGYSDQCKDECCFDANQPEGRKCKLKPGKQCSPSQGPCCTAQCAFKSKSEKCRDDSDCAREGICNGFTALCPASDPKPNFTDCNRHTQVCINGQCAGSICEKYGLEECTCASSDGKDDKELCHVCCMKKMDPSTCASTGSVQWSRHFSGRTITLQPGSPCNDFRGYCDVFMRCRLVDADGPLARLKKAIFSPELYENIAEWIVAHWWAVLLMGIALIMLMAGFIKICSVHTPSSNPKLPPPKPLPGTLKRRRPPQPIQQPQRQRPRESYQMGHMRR
PLCg1 inh: PLC-gamma1 (human) inhibition, primary screen | P19174 | purified PLC-gamma1, fluorogenic substrate, fluorescence | inhibition, % at 12.2 µM | 370,000 tested, 0.84% active | AID 720700; in the data active = inhibition above about 9.5%
The depositor's hits bear a star.

Screening O=C1CCC[C@H]2c3[nH]c4ccccc4c3CCN12 returned DAX1 inh-1 1.6, FXN GAA850 act -1.6, sPLA2-III inh 3, hcDAF-12 act 2.0, PLCb3 inh 2, ssDAF12 agonist -0.5, DAX1 inh-2 0.0, hgDAF-12 ag -1.6, ADAM17 inh -4, ADAM10 inh -8 and PLCg1 inh 3.
`Cc1ccc(S(=O)(=O)N(C)c2cc(S(=O)(=O)N3CCOCC3)c(C)cc2C)cc1` gave DAX1 inh-1 0.1, FXN GAA850 act 0.6, sPLA2-III inh -2, hcDAF-12 act -2.1, PLCb3 inh -6, ssDAF12 agonist -1.7, DAX1 inh-2 -0.1, hgDAF-12 ag 0.2, ADAM17 inh -1, ADAM10 inh -6 and PLCg1 inh -2.
`O=C(NNS(=O)(=O)c1ccccc1)c1ccccc1-n1cccc1` gave DAX1 inh-1 0.0, FXN GAA850 act 1.0, sPLA2-III inh 0, hcDAF-12 act -1.9, PLCb3 inh -8, ssDAF12 agonist -0.7, DAX1 inh-2 -0.6, hgDAF-12 ag 1.0, ADAM17 inh -2, ADAM10 inh -4 and PLCg1 inh -1.
`O=C(OCCCc1cc2ccccc2c(=O)o1)c1ccccc1C(F)(F)F` gave DAX1 inh-1 1.7, FXN GAA850 act 1.6, sPLA2-III inh -12, hcDAF-12 act -0.2, PLCb3 inh -6, ssDAF12 agonist -1.5, DAX1 inh-2 0.5, hgDAF-12 ag -0.6, ADAM17 inh -4, ADAM10 inh -9 and PLCg1 inh -3.
`CCC(C)N(C(=O)CSc1nnnn1-c1ccccc1OC)C1CCS(=O)(=O)C1` (stereo not given) gave DAX1 inh-1 1.1, FXN GAA850 act -1.6, sPLA2-III inh -4, hcDAF-12 act -0.5, PLCb3 inh 6, ssDAF12 agonist -1.1, DAX1 inh-2 -1.1, hgDAF-12 ag -1.3, ADAM17 inh 1, ADAM10 inh 7 and PLCg1 inh 3.
For CCOC(=O)[C@]12CCC=C1N(Cc1ccccc1)C(=O)[C@H](CC(=O)NCCC(C)C)C2 the results were sPLA2-III inh 9, hcDAF-12 act -0.7, PLCb3 inh -2, ssDAF12 agonist -1.1, DAX1 inh-2 -0.1, hgDAF-12 ag -0.7, ADAM17 inh -5, ADAM10 inh -10 and PLCg1 inh -2.
Screening CS(=O)(=O)N1CCC(C(=O)N2CCN(Cc3ccccc3)CC2)CC1 returned DAX1 inh-1 0.5, FXN GAA850 act 2.3, sPLA2-III inh 2, hcDAF-12 act -2.1, PLCb3 inh 0, ssDAF12 agonist -1.0, DAX1 inh-2 -0.2, hgDAF-12 ag 0.2, ADAM17 inh -2, ADAM10 inh 0 and PLCg1 inh 0.
`O=C(C1=C[C@H](c2ccc3c(c2)OCO3)C[C@H](OCc2ccc(CO)cc2)O1)N1CCN(Cc2ccc3c(c2)OCO3)CC1` gave DAX1 inh-1 -1.4, FXN GAA850 act 1.3, sPLA2-III inh -17, hcDAF-12 act -2.4, PLCb3 inh -8, ssDAF12 agonist -1.8, DAX1 inh-2 -0.6, hgDAF-12 ag -4.5, ADAM17 inh 4, ADAM10 inh 15 and PLCg1 inh -2.
`CC(C(=O)O)c1ccc2c(c1)[nH]c1ccc(Cl)cc12` (stereo not given) gave DAX1 inh-1 -0.2, FXN GAA850 act 1.2, sPLA2-III inh -21, hcDAF-12 act -1.9, PLCb3 inh -11, ssDAF12 agonist -1.1, DAX1 inh-2 -0.7, hgDAF-12 ag 0.9, ADAM17 inh -6, ADAM10 inh -3 and PLCg1 inh -10.
`Cc1ccc(C)c(N2CCN(C(=O)CCS(=O)(=O)c3cccc4nonc34)CC2)c1` gave DAX1 inh-1 0.8, FXN GAA850 act 2.0, sPLA2-III inh -7, hcDAF-12 act -2.5, PLCb3 inh -1, ssDAF12 agonist -1.0, DAX1 inh-2 0.2, hgDAF-12 ag -0.7, ADAM17 inh -4, ADAM10 inh -1 and PLCg1 inh -1.
For COc1ccc(NC(=S)NC23CN4CN(CN(C4)C2)C3)cc1 the results were DAX1 inh-1 0.5, FXN GAA850 act 2.2, sPLA2-III inh 2, hcDAF-12 act -1.9, PLCb3 inh 1, ssDAF12 agonist -1.4, DAX1 inh-2 0.3, hgDAF-12 ag 1.1, ADAM17 inh 1, ADAM10 inh 83* and PLCg1 inh 1.
For CCCCN(C)S(=O)(=O)c1c(C)[nH]c(=O)[nH]c1=O the results were DAX1 inh-1 -0.9, FXN GAA850 act -1.0, sPLA2-III inh 19*, hcDAF-12 act 0.4, PLCb3 inh 0, ssDAF12 agonist -1.7, DAX1 inh-2 1.1, hgDAF-12 ag 1.3, ADAM17 inh -6, ADAM10 inh -7 and PLCg1 inh -2.
For CCOC(=O)c1c(CN(C)C)n(C)c2ccc(OC(C)=O)cc12 the results were DAX1 inh-1 -0.8, FXN GAA850 act -1.1, sPLA2-III inh 2, hcDAF-12 act 0.3, PLCb3 inh -2, ssDAF12 agonist -1.0, DAX1 inh-2 0.2, hgDAF-12 ag -1.6, ADAM17 inh -5, ADAM10 inh -5 and PLCg1 inh -3.
For CCN(Cc1ccncc1)Cc1c(O)ccc2cc(Br)ccc12 the results were FXN GAA850 act -2.0, sPLA2-III inh -16, hcDAF-12 act 1.1, PLCb3 inh -3, ssDAF12 agonist -1.3, DAX1 inh-2 0.3, hgDAF-12 ag -0.2, ADAM17 inh 1, ADAM10 inh 5 and PLCg1 inh 1.
For Cc1cc(C)c(NC(=O)Nc2ccccc2)c(Cl)c1 the results were DAX1 inh-1 -0.2, FXN GAA850 act 0.1, sPLA2-III inh 6, hcDAF-12 act -3.1, PLCb3 inh 13*, ssDAF12 agonist -0.9, DAX1 inh-2 -0.1, hgDAF-12 ag 1.4, ADAM17 inh 2, ADAM10 inh 2 and PLCg1 inh 7.
Screening Cc1ccnc(NS(=O)(=O)c2ccc(C(C)(C)C)cc2)c1 returned sPLA2-III inh -6, hcDAF-12 act -0.4, PLCb3 inh 2, ssDAF12 agonist -1.1, DAX1 inh-2 0.3, hgDAF-12 ag -0.1, ADAM17 inh -3, ADAM10 inh -5 and PLCg1 inh -1.
For FC(F)(F)c1cc(C(F)(F)F)c2ccc(N3CCN(c4ncccn4)CC3)nc2n1 the results were DAX1 inh-1 1.8, FXN GAA850 act -0.3, sPLA2-III inh 0, hcDAF-12 act -1.1, PLCb3 inh -2, ssDAF12 agonist -1.1, DAX1 inh-2 0.4, hgDAF-12 ag -0.6, ADAM17 inh -1, ADAM10 inh -14 and PLCg1 inh 4.
Screening COc1cc(/C=N/NC(=O)c2nnn(-c3nonc3N)c2C(C)C)ccc1OCc1ccc(F)cc1 returned DAX1 inh-1 -0.6, FXN GAA850 act -4.5, sPLA2-III inh -22, hcDAF-12 act -3.5, PLCb3 inh -28, ssDAF12 agonist -2.1, DAX1 inh-2 -5.0, hgDAF-12 ag -2.3, ADAM17 inh 3, ADAM10 inh 2 and PLCg1 inh -14.
`CNc1nc(N)nc(-c2cc(Cl)ccc2OC)n1` gave DAX1 inh-1 -1.6, FXN GAA850 act 1.3, sPLA2-III inh -2, hcDAF-12 act 1.6, PLCb3 inh 0, ssDAF12 agonist 0.2, DAX1 inh-2 0.5, hgDAF-12 ag -1.4, ADAM17 inh -4, ADAM10 inh -7 and PLCg1 inh 1.
Screening CCOC(=O)c1sc(N(C)C)nc1-c1ccccc1 returned DAX1 inh-1 -0.1, FXN GAA850 act 2.5, sPLA2-III inh 6, hcDAF-12 act -2.1, PLCb3 inh -11, ssDAF12 agonist -1.4, DAX1 inh-2 0.1, hgDAF-12 ag -0.4, ADAM17 inh 0, ADAM10 inh -12 and PLCg1 inh -9.
For O=C(O)CCc1ccccc1OC(=O)c1ccccc1 the results were DAX1 inh-1 -2.3, FXN GAA850 act 0.1, sPLA2-III inh 17, hcDAF-12 act -1.0, PLCb3 inh 1, ssDAF12 agonist -1.9, DAX1 inh-2 -0.2, hgDAF-12 ag -2.1, ADAM17 inh -8, ADAM10 inh 2 and PLCg1 inh 0.
Screening O=C(NCCCn1ccnc1)c1cc(-c2cccc(O)c2)on1 returned DAX1 inh-1 4.7*, FXN GAA850 act 0.0, sPLA2-III inh -9, hcDAF-12 act 1.3, PLCb3 inh -5, ssDAF12 agonist 0.3, DAX1 inh-2 1.5, hgDAF-12 ag 9.7, ADAM17 inh -5, ADAM10 inh 2 and PLCg1 inh 0.
`Cc1cc(C)nc(NC(=O)CCCC(=O)O)c1` gave DAX1 inh-1 1.5, FXN GAA850 act -1.2, sPLA2-III inh -3, hcDAF-12 act -2.1, PLCb3 inh 3, ssDAF12 agonist -0.9, DAX1 inh-2 -0.2, hgDAF-12 ag 1.8, ADAM17 inh -1, ADAM10 inh 6 and PLCg1 inh 2.
`Cc1ccccc1NC(=O)c1ocnc1C` gave DAX1 inh-1 0.2, FXN GAA850 act -1.8, sPLA2-III inh 12, hcDAF-12 act -0.3, PLCb3 inh 1, ssDAF12 agonist -1.4, DAX1 inh-2 -0.9, hgDAF-12 ag -1.0, ADAM17 inh -6, ADAM10 inh -16 and PLCg1 inh 1.
O=C(Nc1cccc(Br)c1)/C(=C\c1cccnc1)NC(=O)c1ccco1 was read as DAX1 inh-1 0.5, FXN GAA850 act 2.3, sPLA2-III inh -1, hcDAF-12 act -1.5, PLCb3 inh -1, ssDAF12 agonist 0.1, DAX1 inh-2 0.8, hgDAF-12 ag -1.6, ADAM17 inh 1, ADAM10 inh 1 and PLCg1 inh 0.
Screening CC(C)CNS(=O)(=O)/C=C/c1ccccc1CNC(=O)OC(C)(C)C returned sPLA2-III inh 10, hcDAF-12 act -2.9, PLCb3 inh -3, ssDAF12 agonist -1.1, DAX1 inh-2 -1.8, hgDAF-12 ag -0.6, ADAM17 inh -1, ADAM10 inh -6 and PLCg1 inh 1.
Screening COc1ccc(NC(=O)c2cccnc2)c(OC)c1 returned DAX1 inh-1 -0.4, FXN GAA850 act 1.2, sPLA2-III inh 1, hcDAF-12 act -0.8, PLCb3 inh 0, ssDAF12 agonist -1.0, DAX1 inh-2 -0.4, hgDAF-12 ag -0.2, ADAM17 inh -2, ADAM10 inh 4 and PLCg1 inh 0.
`Cc1cc2ncc(-c3ncc(C(F)(F)F)cc3Cl)cn2n1` gave DAX1 inh-1 -1.8, FXN GAA850 act -3.1, sPLA2-III inh 8, hcDAF-12 act 8.3*, PLCb3 inh -12, ssDAF12 agonist 0.7, DAX1 inh-2 1.7, hgDAF-12 ag 12*, ADAM17 inh -4, ADAM10 inh 1 and PLCg1 inh -7.
CN(c1ccccc1)S(=O)(=O)c1cc(C(=O)Nc2ccccc2N2CCOCC2)ccc1Cl was read as DAX1 inh-1 -0.7, FXN GAA850 act -2.1, sPLA2-III inh 7, hcDAF-12 act -1.5, PLCb3 inh -13, ssDAF12 agonist -1.8, DAX1 inh-2 -2.0, hgDAF-12 ag 0.1, ADAM17 inh -1, ADAM10 inh -16 and PLCg1 inh -2.
